From PubChem
USP2a block: blocks human ubiquitin-specific protease USP2a; O75604; USP2 core, Ub-CHOP2 coupled fluorogenic reporter, 485/531; Potency, µM (top dose mostly 38.3 µM), inactives show at the top dose activity change, negative = inhibition, actives largely listed as inhibitors; 330,000 compounds, 0.01% hits;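 note: potency is the fitted concentration of half-maximal effect; plate controls were DMSO wells for no effect and full inhibition by NEM control for full effect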
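USP2 core (10nM final) preincubated 30min RT with compound in 20mM Tris-HCl pH 8.0, 2mM CaCl2, 2mM beta-mercaptoethanol, 0.05% CHAPS; 25nM Ub-CHOP2 plus 25nM reporter substrate added, fluorescence (Ex485/Em531) read after 60min.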
TRPV1 ag: human TRPV1 agonism. TRPV1-expressing cells, Fluo-8 calcium influx, agonist mode. activation, % at 8.33 µM. 320,000 compounds, 0.19% hits; in the data active = activation above about 80%; inconclusive = between about 30% and that limit; note: 0% is about no effect
Target sequence (Q8NER1 whole entry, looked up): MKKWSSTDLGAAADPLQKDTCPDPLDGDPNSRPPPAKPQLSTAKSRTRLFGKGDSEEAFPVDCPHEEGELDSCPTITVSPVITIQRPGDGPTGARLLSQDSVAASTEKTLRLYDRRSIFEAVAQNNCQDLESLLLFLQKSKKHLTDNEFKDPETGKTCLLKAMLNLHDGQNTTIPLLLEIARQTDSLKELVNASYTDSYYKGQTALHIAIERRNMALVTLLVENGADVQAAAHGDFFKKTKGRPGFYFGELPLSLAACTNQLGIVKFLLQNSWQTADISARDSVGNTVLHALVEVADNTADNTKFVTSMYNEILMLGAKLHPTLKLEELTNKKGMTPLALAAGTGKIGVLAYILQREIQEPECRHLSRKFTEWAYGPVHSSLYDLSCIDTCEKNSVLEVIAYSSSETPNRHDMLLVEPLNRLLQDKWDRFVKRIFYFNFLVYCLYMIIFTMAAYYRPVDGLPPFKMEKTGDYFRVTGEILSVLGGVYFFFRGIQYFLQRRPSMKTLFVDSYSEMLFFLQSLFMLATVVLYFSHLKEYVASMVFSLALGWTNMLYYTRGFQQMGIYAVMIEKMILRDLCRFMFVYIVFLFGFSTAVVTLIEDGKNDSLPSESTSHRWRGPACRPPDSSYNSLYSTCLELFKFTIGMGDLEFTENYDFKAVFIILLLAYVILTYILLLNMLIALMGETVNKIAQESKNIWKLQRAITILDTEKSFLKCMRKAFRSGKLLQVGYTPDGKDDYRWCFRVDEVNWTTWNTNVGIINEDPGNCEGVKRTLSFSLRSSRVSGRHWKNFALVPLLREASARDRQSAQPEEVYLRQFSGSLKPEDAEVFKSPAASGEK
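Cells expressing TRPV1 were dye-loaded with Fluo-8 and read kinetically: 10 s baseline, 3 min after compound (agonist portion), then 2 min after EC20 capsaicin (allosteric enhancer portion). Calcium-bound dye fluorescence at 480/520 nm.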
AT treatment: potential ataxia-telangiectasia treatments restoring KAP-1 phosphorylation | […] A-T fibroblasts, KAP-1 phosphorylation AlphaLISA; neocarzinostatin DNA damage 30 min before lysis | Potency, µM (series often up to 57.5 µM), for the others: at the highest dose activation, usual class: activators | 320,000 compounds, 0.19% hits; note: potency is the fitted concentration of half-maximal effect; % of control where 0% means no effect; nearly all actives have a fitted effect of over 45% in size
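ATM-like activity read as KAP-1 phosphorylation via AlphaLISA donor/acceptor antibody pairs after lysis and 6 hr at 25C. Cells were ATM-null patient fibroblasts ([…], hTERT), dosed 60 min, then exposed to the DSB inducer NCS for 30 min.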
TCR activator: activators of T cell receptors; 330,000 tested, under 10 active; AID 504894; Potency, µM (doses to about 9.22 µM), for inactives: top-dose activation of IL-2 secretion, actives largely listed as activators; primary human leukocytes, anti-CD3, IL-2 HTRF, 48 h; note: % of control where 0% means no effect
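TCR engagement came from a-CD3 beads alone, with compounds added to primary human leukocytes for 48 hr. Secreted IL-2 bridged europium cryptate- and d2-labelled anti-IL-2 antibodies, giving FRET emission at 665nm after 320nm excitation.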
Eya2 phos inh: inhibitors of human Eya2 phosphatase activity | recombinant Eya2, OMFP fluorescence dephosphorylation (OMFP is methylfluorescein phosphate) | Potency, µM (highest dose often 76.9 µM), for the others: at the top dose activity, negative = inhibition, most hits filed as inhibitors | O00167 | 330,000 compounds, 0.006% hits | AID 488837; note: potency is the fitted concentration of half-maximal effect; % is set by controls: 0 for no effect and ±100 for the full control effect
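Eya2 protein (added as 0.2 uM solution) was preincubated with compound for 10 min at ambient temperature in 50 mM HEPES pH 7.5, 50 mM NaCl, 5 uM MgCl2, 0.05% BSA, 1 mM DTT. OMFP (added at 50 uM) then reacted 10 min; fluorescence read at 485/525 nm.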
TSHR antag: antagonists of human thyroid stimulating hormone receptor; 330,000 compounds, 0.2% hits; activity change, negative = inhibition, % at 11.5 µM; TSHR-expressing cells, TSH-stimulated cAMP HTRF, 2 h; active compounds read low;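 active = activity change below a set negative limit, meaning inhibition stronger than a set level, cut at about -70% in these data; inconclusive = activity change between two set negative limits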; note: % is set by controls: 0 for no effect and ±100 for the full control effect
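Inhibition of cAMP made by TSHR-expressing cells under TSH stimulation (4nM final, EC80; 2 h, 37 deg C) is quantified with a one-step lysis HTRF kit, anti-cAMP cryptate versus cAMP-d2.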
hERG WT inh: blocks the wildtype human KCNH2 potassium channel; Q12809; U2OS, BacMam KCNH2, thallium flux FluxOr; active compounds read low; 340,000 compounds, 0.37% hits; activity change, % at 1.84 µM;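 active = maximum activity change below -70%; inconclusive = maximum activity change between -70% and -50%; inactive = maximum activity change above -50%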; note: % is set by controls: 0 for no effect and ±100 for the full control effect
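U2OS cells transduced with wild-type KCNH2 virus are loaded with FluxOr dye for 45 min, and thallium flux is measured in kinetic reads before and after stimulation buffer. Rate constants are normalized to DMSO controls.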
Mito fusion yeast: blocks mitochondrial division or promotes mitochondrial fusion; S. cerevisiae fusion-defective mutant growth rescue, CellTiterGlo 48 h; 320,000 compounds, 0.23% hits; Potency, µM (doses to about 46.1 µM), without a hit: at the highest dose growth rescue (activation), hits mostly activators; AID 485298;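 note: potency is the fitted concentration of half-maximal effect; % of control where 0% means no effect; nearly all actives have a fitted effect of over 45% in size; temperature-sensitive fusion mutants such as fzo1-1 at 37 °C on non-fermentable ethanol glycerol medium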
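Luminescent cell viability in 1536-well qHTS format served as the measure of rescued growth in ts fusion-mutant S. cerevisiae cultured on non-fermentable YPEG for 48 hours at 37C.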
ELG1 DNA repair: ELG1-dependent DNA repair inhibition. 330,000 compounds, 2.3% hits. HEK293T ELG1-luciferase reporter, luminescence, 16 h; DNA damage induced by 5-fluorouridine. AID 504467. Potency, µM (titrated, usually from 46.1 µM), without a hit: top-dose activity change, negative = inhibition, actives largely listed as inhibitors; note: potency is the fitted concentration of half-maximal effect; % is set by controls: 0 for no effect and ±100 for the full control effect; nearly all actives have a fitted effect of over 55% in size
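5-Fluorouridine DNA damage + compound/DMSO, 2,000 cells/well, 16 h, 37 °C/5% CO2. ONE-Glo, 30 min RT, luminescence. Readout = decrease in reporter signal.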
KCNH2 3.1 block: KCNH2 3.1 (human) potassium channel inhibition; U2OS KCNH2 3.1, thallium flux FluxOr; active compounds read low; activity change, % (tested at about 1.8 µM); 340,000 compounds, 0.95% hits; AID 720553;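 active = maximum activity change below -70%; inconclusive = maximum activity change from -70% to -50%; inactive = maximum activity change above -50%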;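 note: thallium influx rate constant from kinetic fluorescence after stimulation buffer; % is set by controls: 0 for no effect and ±100 for the full control effect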
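Channel expression came from 3.1 mutant virus (1.77 x 10^8 /mL) applied to suspended U2OS cells for 4 h. Flux was tracked with FluxOr dye plus Red40 quencher, and kinetic rate constants normalized to controls.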
Starred values were filed as active, the others as inactive; ? = inconclusive; . = no result given; [ ] = dose if it differs, or a comment. Unless noted, calls come from the whole dose curve; as a rule, active = well fitted curve in the direction sought with a large enough effect; inconclusive = small, poorly fitted or top-dose-only effect, or another doubt; inactive = no such curve, though single readings can be large; an effect the other way counts as inactive or inconclusive. A portion of the library; the hit share may differ from the screen's.

Value order – USP2a block, TRPV1 ag, AT treatment, TCR activator, Eya2 phos inh, TSHR antag, hERG WT inh, Mito fusion yeast, ELG1 DNA repair, KCNH2 3.1 block
1: CC(=O)c1cccc(NC(=O)C(C)OC(=O)CCCN=C2NS(=O)(=O)c3ccccc32)c1 (stereo not drawn)
 : 1.9%, -0.9, 1.1%, 1.9%, 24.4%, 3.1, 7.9, -7.1%, -6.5%, 19.6
2: COc1ccc(NC(=O)CN(C)C(=O)C(C)Oc2ccc(Br)cc2)cc1 (stereo not drawn)
 : 0.1%, 3.3, 4.5%, 5.3%, 9.7%, 6.4, 0.8, -1.8%, -3.3%, -7.9
3: CC(C)c1onc(C(=O)N2CCCCC2)c1[N+](=O)[O-]
 : 0.0%, -0.1, -2.2%, -7.1%[46.1 µM], -1.7%, 7.0, 51.5, -2.2%, -1.1%, 15.0
4: CN(C(=O)COC(=O)c1n[nH]c(=O)c2ccccc12)c1ccccc1
 : 0.3%, 1.3, 7.6%, -0.3%, -4.6%, -2.8, 11.8, -2.0%, 18.1%, -24.3
5: COC(=O)c1ccccc1NC(=S)N(Cc1ccc2c(c1)OCO2)Cc1cc2cc(OC)ccc2[nH]c1=O
 : -0.3%, -7.9, ., -5.5%[46.1 µM], -4.3%, -10.3, -1.3, -0.8%, 10.3µM*, -2.3
6: CC1Cc2ccccc2N1C(=O)CSC1=NCCS1 (stereo not drawn)
 : -0.3%, 12.7, 4.4%, ., -3.9%, -0.7, -5.4, 1.6%, -1.8%, 6.1
7: COc1ccc(Cl)cc1C(=O)NNC(=O)c1cccnc1
 : -1.3%, -0.6, -2.3%, -3.4%, -9.0%, 8.6, 4.2, -5.1%, 9.2%, -6.0
8: Cn1c(N)c(C(=O)CSc2nn(-c3ccc(F)cc3)c(=S)s2)c(=O)n(C)c1=O
 : 0.7%, -0.3, 5.2%, 1.5%, -10.9%, 38.0, -6.5, 15.3%, ?, -25.0
9: CC1=C(C(N)=O)C(c2ccccn2)n2nc(SCc3ccccc3)nc2N1 (stereo not drawn)
 : -6.3%, 5.6, -2.0%, 2.4%[46.1 µM], -20.3%, 0.0, 1.5, 0.2%, 2.6%, -12.5
10: Cc1ccc2[nH]cc(C(=O)CN3CCN(C)CC3)c2c1
 : 0.3%, 2.2, -3.8%, 3.0%, -17.2%, 13.2, 10.6, -2.0%, -15.9%, -0.8
11: CN(C)CCCNc1ccc(S(N)(=O)=O)cc1[N+](=O)[O-]
 : -1.1%, -1.4, 0.5%, -7.8%[46.1 µM], 0.1%, 0.9, -5.5, -3.6%, 1.3%, -9.8
12: CCOC(=O)C1=CN(Cc2ccc(Br)cc2)S(=O)(=O)NC1C (stereo not drawn)
 : 1.1%, ., -9.9%, -9.3%[46.1 µM], -6.5%, 18.2, 0.0, ., -3.6%, -0.9
13: Cc1ccc(O)c(C(=O)c2cc(C#N)c(=O)n(CC3CCCO3)c2)c1 (stereo not drawn)
 : 0.2%, 0.3, 3.4%, 1.6%, -15.1%, 5.2, -2.0, -0.1%, ?, 0.5
14: O=C(N[C@@H]1C/C=C\C[C@@H](CC(=O)N(CCO)Cc2ccccc2)C(=O)NCCOC1=O)OCC1c2ccccc2-c2ccccc21
 : -5.1%, ., 0.5%, -2.6%, -22.7%, 2.5, -25.5, ., -28.1%, 1.5
15: CC(=O)c1ccc(NC(=O)CNC2CCCCC2)cc1
 : 1.6%, 15.1, 13.6%, 5.1%, 13.2%, 4.8, 6.4, -10.4%, 0.0%, 13.7
16: O=C(CSc1nc2cccnc2n1Cc1ccccc1)NCc1ccco1
 : -3.8%, 22.7, 1.0%, 0.2%, 12.3%, 3.4, -3.4, ?, 4.0%, -4.3
17: Cc1cccc(C(=O)NCc2ccco2)c1
 : 1.9%, -1.7, -10.2%, 3.0%, -6.1%, -1.9, 8.9, 1.2%, 3.4%, -7.6
18: Nc1ncnc2c1ncn2CCOc1ccccc1
 : 3.6%, 0.9, 0.5%, 3.1%, 10.9%, 4.3, 3.3, -1.6%, ?, 6.9
19: Cc1[nH]c2ccccc2c1/C=N/Nc1nc(Nc2ccccc2)nc(N2CCOCC2)n1
 : -0.3%, -2.1, ., ., 11.1%, -14.2, -4.2, 0.2%, 23.1µM*, -12.7
20: O=[N+]([O-])c1ccccc1CCc1cnc(Cl)s1
 : 0.7%, 9.8, 4.5%, -4.1%, 3.4%, 1.8, -1.6, -2.0%, 8.3%, 3.6
21: O=C(NCCc1ccccc1)C1CCN(c2ncccn2)CC1
 : 0.5%, -0.3, 3.0%, -4.6%, 3.1%, 0.4, 8.0, -1.1%, ?, -0.3
22: Nc1nc(-c2ccccc2)nn1C(=O)Cc1ccccc1
 : 5.6%, 1.9, 2.0%, -20.0%, 0.3%, 7.0, 16.2, 0.2%, 13.2%, 0.3
23: Cc1ccccc1N(CC(=O)N/N=C/c1cc(C)n(-c2ccccc2C)c1C)S(C)(=O)=O
 : 0.7%, 1.5, -0.4%, -2.2%, -15.8%, 7.7, -14.7, 1.9%, ?, -20.3
24: CC(C)CCn1c(O)c(N=NC(=O)c2ccco2)c2ccccc21
 : 1.4%, ?, ., -12.8%[46.1 µM], -5.8%, 8.3, 0.5, -3.3%, ?, -2.4
25: Clc1ccc(C2Nc3ccccc3-n3cccc32)cc1 (stereo not drawn)
 : 0.6%, 2.6, 13.0%, 6.1%[46.1 µM], -6.2%, 0.4, -2.9, 5.9%, ?, -21.4
26: CSc1ncccc1C(=O)OCC(=O)Nc1ccc2c(c1)OCO2
 : 0.7%, 10.4, -3.9%, -0.7%, 6.3%, 18.4, -8.4, -7.7%, -2.6%, 12.7
27: CCOC(=O)c1cnc2c(cnn2C)c1Cl
 : 3.9%, -0.5, -4.7%, -33.0%, -18.2%, -6.3, 3.7, 1.9%, 4.1%, -3.6
28: CC1CN(C(=O)COC(=O)Cc2c(Cl)cccc2Cl)CC(C)O1 (stereo not drawn)
 : 0.5%, ., 4.0%, 3.2%[46.1 µM], -3.9%, -5.2, -0.5, ., 12.0%, -0.5
29: COc1ccc2c(c1OC)C(=O)OC2c1c(O)nc(SC)n(-c2ccccc2)c1=O (stereo not drawn)
 : 0.7%, -2.5, 2.8%, -2.5%, 2.8%, 3.3, -5.1, -2.6%, -5.3%, -3.2
30: CCc1ccccc1NC1c2ccccc2C(=O)N1Cc1ccco1 (stereo not drawn)
 : 4.9%, 4.9, 5.9%, -3.2%[46.1 µM], -1.6%, -35.0, 3.8, ?, 6.2%, 6.7
31: C/C=C/C(=O)Nc1ccccc1Br
 : 0.5%, -1.4, 1.5%, 0.5%, -24.4%, 0.5, -20.2, -0.4%, 12.4%, -11.9
32: C=CCn1c(COc2ccccc2)nnc1SC(C)C(=O)N/N=C/c1cc(Cl)ccc1O (stereo not drawn)
 : -1.5%, 5.4, 2.1%, 2.3%, -36.2%, -11.8, 0.6, 3.7%, -7.9%, 4.0
33: CCCCN1CC(=O)N2[C@H]3c4cc(C)ccc4OC[C@@H]3[C@H](C(=O)OCC)[C@]2(C)C1=O
 : 0.8%, 7.4, 3.6%, -5.1%, -14.5%, -0.7, -1.9, -15.6%, 0.3%, 15.3
34: O=C(c1ccco1)N1CCN(S(=O)(=O)c2ccc(Cl)cc2)CC1
 : 1.7%, 2.6, 3.7%, ., -6.3%, 5.1, -11.3, 1.9%, ?, 1.7
35: CN1CCN(S(=O)(=O)c2cccc(S(=O)(=O)c3ccc(Cl)c(Cl)c3)c2)CC1
 : 2.8%, 7.9, 2.8%, 0.7%, -2.1%, 6.6, 1.0, 1.2%, 16.7%, 0.0
36: O=C(CNS(=O)(=O)c1ccc(Br)cc1)Nc1ccc2c(c1)OCCO2
 : -1.4%, 5.7, 8.4%, 4.7%, 1.0%, 2.8, -0.5, 3.2%, 7.3%, 27.6
37: O=C(Nc1cccc(Cl)c1)C1C2C=CC3(O2)C1C(=O)N(CCCN1CCCCC1)C3C(=O)NC1CCCCC1 (stereo not drawn)
 : 0.6%, -0.7, 2.8%, 4.4%, -5.2%, -1.2, -0.3, -3.3%, 0.0%, 4.2
38: CCCn1c(SCC(=O)Nc2ccc(NC(=O)CC)cc2)nc2c1c(=O)n(C)c(=O)n2C
 : 1.1%, 0.1, 6.2%, 1.9%, -7.1%, 30.6, 7.8, ?, -12.1%, -11.6
39: CCOC(=O)N1CCN(CCC(=O)Nc2cccc(Cl)c2C)CC1
 : 0.8%, 0.3, -22.0%, -0.9%, 7.6%, -5.3, 11.5, 2.4%, 8.6%, -30.7
40: Cc1cc(-c2nnnn2-c2ccc(C(F)(F)F)cc2)no1
 : 0.9%, 23.0, -0.3%, -3.9%, 10.5%, -4.6, 0.0, -2.2%, 3.3%, -17.8
